Assay outcomes from PubChem BioAssay.
GLS inhibitor: qHTS for Inhibitors of Glutaminase (GLS). Glutaminase kidney isoform, mitochondrial (Homo sapiens), O94925. GLS enzymatic activity, qHTS titration. Potency, µM (titrated, usually from 45.5 µM), for inactives: top-dose activity change, negative = inhibition, actives largely listed as inhibitors. 0.21% of 410,000 active. AID 624170, 2012; note: potency is the fitted concentration of half-maximal effect; % is set by controls: 0 for no effect and ±100 for the full control effect
Target sequence (O94925 whole entry, looked up, canonical isoform): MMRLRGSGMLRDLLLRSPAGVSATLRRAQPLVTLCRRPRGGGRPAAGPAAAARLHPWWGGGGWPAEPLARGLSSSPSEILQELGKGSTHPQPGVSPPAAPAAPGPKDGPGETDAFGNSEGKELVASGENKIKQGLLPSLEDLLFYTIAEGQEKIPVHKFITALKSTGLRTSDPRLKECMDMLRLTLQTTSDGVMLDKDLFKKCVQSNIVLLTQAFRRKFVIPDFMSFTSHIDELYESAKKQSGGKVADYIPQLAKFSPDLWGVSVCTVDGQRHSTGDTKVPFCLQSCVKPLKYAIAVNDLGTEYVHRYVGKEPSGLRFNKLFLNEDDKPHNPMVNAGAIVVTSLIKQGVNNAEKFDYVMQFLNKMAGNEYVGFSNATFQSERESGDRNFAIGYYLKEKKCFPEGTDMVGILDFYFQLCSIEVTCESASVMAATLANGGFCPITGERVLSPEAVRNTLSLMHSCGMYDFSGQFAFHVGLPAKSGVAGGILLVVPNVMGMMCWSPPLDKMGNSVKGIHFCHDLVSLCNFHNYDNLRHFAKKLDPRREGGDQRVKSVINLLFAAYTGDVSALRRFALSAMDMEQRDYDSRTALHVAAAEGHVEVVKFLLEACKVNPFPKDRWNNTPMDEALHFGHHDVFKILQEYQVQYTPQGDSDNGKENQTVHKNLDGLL
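hKGA; 45 mM KH2PO4 pH 8.2 + 0.02% Tween-20; cpd via pin tool; 1 mM Gln soln; GluOx/HRP/Amplex Red; RT 30 min; fluor. t0 & final.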
TrxR1 substrate: qHTS Assay for Substrates of Mammalian Selenoprotein Thioredoxin Reductase 1 (TrxR1): qHTS; Thioredoxin reductase 1, cytoplasmic (Rattus norvegicus), O89049; purified TrxR1 substrate turnover, NADPH consumption readout; Potency, µM (doses to about 114 µM), for inactives: at the highest dose activity change, negative = substrate turnover; 0.01% of 390,000 active; AID 588456, 2011; note: potency is the fitted concentration of half-maximal effect; % is set by controls: 0 for no effect and ±100 for the full control effect; nearly all actives have a fitted effect of over 50% in size
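Rat TrxR1, dispensed at 90 nM, was prereduced with 400 uM NADPH (final) for 5 min at ~22 deg C, then incubated with compound 15 min before 400 uM selenite. A first-read NADPH fluorescence drop versus no-compound background flagged substrates.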
Pin1 inh: qHTS Assay to Find Inhibitors of Pin1; Pin1 FP peptide displacement, HiFluor488, 10 min; Peptidyl-prolyl cis-trans isomerase NIMA-interacting 1 (Homo sapiens), Q13526; 0.009% of 390,000 active; Potency, µM (highest dose often 115 µM), for the others: at the highest dose activity, negative = inhibition, actives largely listed as inhibitors; active = well fitted inhibition curve with a large enough effect in the polarisation, with a control signal flat, not every such curve was filed as active; inconclusive = small, poorly fitted or top-dose-only effect, or effect the other way, or a change in a side signal; inactive = no such curve, though single readings can be large or run the other way; the % refers to the polarisation; note: potency is the fitted concentration of half-maximal effect; % is set by controls: 0 for no effect and ±100 for the full control effect
Target sequence (Q13526 whole entry, looked up): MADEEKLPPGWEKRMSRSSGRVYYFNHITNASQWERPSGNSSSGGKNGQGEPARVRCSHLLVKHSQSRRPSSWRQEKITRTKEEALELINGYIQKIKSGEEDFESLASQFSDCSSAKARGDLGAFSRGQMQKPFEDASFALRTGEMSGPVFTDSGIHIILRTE
Tb PGK inh: qHTS Assay to Find Inhibitors of Phosphoglycerate Kinase; PGK/GAPDH coupled, Kinase-Glo luminescence, 60 min; Potency, µM (top dose mostly 57.5 µM), for inactives: at the top dose activity change, negative = inhibition, usual class: inhibitors; 0.043% of 380,000 active; note: potency is the fitted concentration of half-maximal effect; % is set by controls: 0 for no effect and ±100 for the full control effect; nearly all actives have a fitted effect of over 60% in size
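Recombinant glycosomal PGK reaction used 1,3-bisphosphoglycerate generated in-well by GAPDH (100nM final) in 100mM TEA pH 7.6, 5mM MgCl2, 0.01% Tween-20. After 60 minutes at room temperature, ATP was read by Kinase-Glo Plus luminescence end-point.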
HP1b chromo inh: HTS for Inhibitors of HP1-beta Chromodomain Interactions with Methylated Histone Tails; Chromobox protein homolog 1 (Homo sapiens), P83916; AlphaScreen HP1-beta / biotin-H3K9me3 peptide binding; Potency, µM (titrated, usually from 114 µM), without a hit: at the highest dose activity change, negative = inhibition, most hits filed as inhibitors; 0.56% of 390,000 active; note: potency is the fitted concentration of half-maximal effect; nearly all actives have a fitted effect of over 70% in size; inactives centre near 23
Target sequence (P83916 whole entry, looked up): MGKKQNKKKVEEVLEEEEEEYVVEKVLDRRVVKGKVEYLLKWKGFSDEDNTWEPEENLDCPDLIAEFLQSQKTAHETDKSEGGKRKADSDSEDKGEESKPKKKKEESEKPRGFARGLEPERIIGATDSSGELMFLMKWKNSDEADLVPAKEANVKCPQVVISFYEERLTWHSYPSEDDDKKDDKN
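AlphaScreen: HP1-beta (50 nM) preformed 30 min with biotin-H3(1-18)K9me3 peptide (50 nM) in PBS pH 7.4, 0.01% Tween-20. Compound added for 30 min at RT, then streptavidin donor/nickel chelate acceptor beads (10 ug/mL) for 30 min.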
USP1 inh: Inhibitors of USP1/UAF1: Primary Screen; recombinant USP1/UAF1, Ub-Rhodamine cleavage fluorescence; AID 743255, 2014; 0.23% of 390,000 active; Potency, µM (titrated, usually from 57.1 µM), for the others: at the top dose activity change, negative = inhibition, actives largely listed as inhibitors; note: potency is the fitted concentration of half-maximal effect; % is set by controls: 0 for no effect and ±100 for the full control effect; nearly all actives have a fitted effect of over 60% in size; inactives centre near -12
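1 nM enzyme complex + cpd, 15 min RT; start with Ub-Rho 150nM final; kinetic fluorescence ex 480/em 540, 6 reads q60 s. Buffer 50mM HEPES pH 7.8, 0.5mM EDTA, 0.1 mg/ml BSA, 1mM TCEP, 0.01% Tween-20.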
PI4K2A block: qHTS for small molecular inhibitors of PI4K2A; Phosphatidylinositol 4-kinase type 2-alpha (Homo sapiens), Q9BTU6; purified PI4K2A, ADP-Glo luminescence, 1 h; stronger effect = lower value; activity change, negative = inhibition, % at 76.9 µM; 0.13% of 420,000 active; AID 1346378, 2018; in the data active = activity change below about -50%; inconclusive = mostly about -30% to -49%;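 note: -100% = wells without enzyme as full effect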
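Compounds are screened against recombinant PI4K2A using PI as substrate and ATP, the latter dispensed at 300 microM. Reactions run one hour at ambient temperature before ADP-Glo detection; full inhibition defined by wells lacking enzyme.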
rTrxR1 inhibitor: qHTS Assay for Inhibitors of Mammalian Selenoprotein Thioredoxin Reductase 1 (TrxR1): qHTS. recombinant rTrxR1, NADPH fluorescence consumption, selenite substrate. Potency, µM (doses to about 114 µM), without a hit: at the highest dose activity change, negative = inhibition, actives largely listed as inhibitors. Thioredoxin reductase 1, cytoplasmic (Rattus norvegicus), O89049. 1% of 390,000 active. AID 588453, 2011; note: potency is the fitted concentration of half-maximal effect; % is set by controls: 0 for no effect and ±100 for the full control effect; nearly all actives have a fitted effect of over 65% in size
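Rat TrxR1 (90 nM in the dispensed reagent) was pre-reduced with 400 uM NADPH for 5 min at room temperature, then incubated with compound for 15 min. After 400 uM selenite was added, NADPH fluorescence (Ex 340/Em 450 nm) was followed for 8 min.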
mIDH1 inhibitor: qHTS for Inhibitors of mutant isocitrate dehydrogenase 1 (IDH1): qHTS | Potency, µM (titrated, usually from 76.6 µM), for inactives: at the top dose activity change, negative = inhibition, most hits filed as inhibitors | Isocitrate dehydrogenase [NADP] cytoplasmic (Homo sapiens), O75874 | 0.093% of 390,000 active | IDH1-R132H enzyme, NADPH consumption, diaphorase/resazurin fluorescence; note: potency is the fitted concentration of half-maximal effect; % is set by controls: 0 for no effect and ±100 for the full control effect; nearly all actives have a fitted effect of over 65% in size
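IDH1-R132H (0.5 ug/mL dispensed) in pH 7.5 Tris buffer was preincubated 30 min with compound, then given a substrate mix of 0.016 mM NADPH and 2 mM alpha-KG for 80 min at room temperature; remaining NADPH was read by diaphorase/resazurin fluorescence.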
* hit, by the source's call; i = inactive; ? = inconclusive; . = no result given; & = joins results of further samples; [ ] = dose if it differs, or a comment. Unless noted, calls come from the whole dose curve; as a rule, active = well fitted curve in the direction sought with a large enough effect; inconclusive = small, poorly fitted or top-dose-only effect, or another doubt; inactive = no such curve, though single readings can be large; an effect the other way counts as inactive or inconclusive.

Compound	USP1 inh	Pin1 inh	GLS inhibitor	rTrxR1 inhibitor	mIDH1 inhibitor	PI4K2A block	TrxR1 substrate	Tb PGK inh	HP1b chromo inh
CN(C(=O)c1cccc(NC(=O)Cc2cccc(NC(=O)C3CCCN(C(=O)c4ccccc4)C3)c2)c1)C1CC1 (centres undefined)	-25%	-2%	5%	9%	-5%[38.3 µM]	0	3%	0%	44%[activator]
CCn1c(SCC(=O)N2CCN(c3ccc(Cl)cc3)CC2)nc2ccccc2c1=O	-12%	0%&-2%	1%	30%&15%	?	1	0%&7%	3%	-19%&19%
COc1ccccc1-n1cnc(N)c1C(=O)c1ccccc1	4%	0%	-9%	-3%	3%	-4	-3%	-8%	59%[activator]
Cc1c(NC(=O)COC(=O)c2ccc(S(=O)(=O)N3CCOCC3)cc2)c(=O)n(-c2ccccc2)n1C	-12%	-10%	6%	7%[57.1 µM]	12%	-1	9%[57.1 µM]	-9%	15%
COc1ccc(-c2cc(C)no2)cc1S(=O)(=O)NCc1cccs1	-7%	-7%	0%	16%[57.1 µM]	7%	-1	2%[57.1 µM]	-7%	15%
COc1ccc2c(c1)OC[C@H]1[C@H]2N2C(=O)CN(Cc3ccco3)C(=O)[C@@]2(C)[C@H]1c1ccccc1	-32%	22%	-10%	-6%[57.1 µM]	9%	-3	-8%[57.1 µM]	-2%	11%
CCN(CCCNC(=O)C1CCN(S(=O)(=O)c2cnc[nH]2)CC1)c1cccc(C)c1	-9%	-4%	49%[activator]	-7%	5%	10	0%	-9%	7%
Cc1ccc(C(C)C)c(OCC(=O)Nc2nc3c(s2)CCCC3)c1	-1%	2%	-10%	11%	-8%	4	-9%	i	66%[activator]
CCNC(=S)N(CCN(CC)CC)Cc1cc2cc3c(cc2[nH]c1=O)OCO3	-5%	5%	11%	34%	9%	-4	68%[activator]	-2%	24%
O=S(=O)(NC1CC1)c1ccc(S(=O)(=O)N2CCCC3(CCCCC3)C2)cc1	-10%	1%	-6%	12%[57.1 µM]	-1%	6	3%[57.1 µM]	-9%	18%
CC(=O)c1cccc(NS(=O)(=O)c2cccc(S(=O)(=O)c3ccc(Br)cc3)c2)c1	-14%	9%	-9%	-21%	?	-2	3%	-10%	37%
COc1ccc(Cl)cc1NC(=O)CN(C)C(=O)c1ccc(C)s1	-15%	-11%	-1%	-1%[57.1 µM]	21%	1	0%[57.1 µM]	-9%	3%
CCOC(=O)N1CCN(C(=O)c2ccc3c(c2)N(C)C(=O)/C(=C\c2ccc(OCC)c(OC)c2)S3)CC1	-7%	2%	1%	2%	-4%	5	-6%	13%	19%
O=C1N/C(=C\c2ccc(N3CCOCC3)c(F)c2)C(=O)N1Cc1ccccc1	-9%	10%	-6%	11%	5%	0	4%	-1%	53%[activator]
CC(C)C(C(=O)Nc1ccc2c(c1)OCO2)N1C(=O)c2ccccc2C1=O (centres undefined)	-16%	1%	1%	9%	-3%	-2	4%	-5%	20%
COc1ccc(-c2c(C#Cc3ccsc3)c3ccccc3n2C)cc1	?	?	-9%	10µM*	10%	-1	14%[57.1 µM]	-6%	38%
CCOC(=O)c1ccc(NC(=O)COC(=O)Cc2csc(-c3ccccc3)n2)cc1	-13%	29%	4%	6%	0%	-1	-4%	1%	19%
CCOC(=O)c1sc2ncnc(N3CCN(C(=O)OCC)CC3)c2c1C	-17%	-1%	-3%	-5%	2%	1	-8%	1%	23%
CCOc1ccc(NC(=O)CN(C)C(=O)c2cn(-c3ccccc3)nc2-c2cccs2)cc1OCC	-8%	32%[activator]	-2%	-14%	4%	-4	-15%	-9%	-7%
Cc1ccc(S(=O)(=O)N(C)C)cc1NC(=O)C(C)OC(=O)/C=C/c1cccs1 (centres undefined)	-14%	7%	1%	9%	1%	4	-3%	-1%	30%
CN(C)S(=O)(=O)c1ccc(C(=O)NCCSc2ccccc2)cc1	2%	2%	1%	13%[57.1 µM]	2%	6	13%[57.1 µM]	0%	15%
COc1ccc2[nH]cc(CCNS(=O)(=O)c3ccc(C)cc3)c2c1	-10%	?	32%[activator]	33%	6%	-5	9%	-11%	-12%
O=C(CCN1C(=O)c2ccccc2C1=O)NNC(=O)c1ccc(Cl)cc1Cl	5%	-7%	18%	3%	-5%	1	-2%	3%	33%
CCCCCCSc1ccc([C@@H]2[C@@H]3C(=O)N(C)C(=O)[C@@H]3[C@]3(C(=O)OC)CCCCN23)cc1	-28%	6%	-5%	3%[57.1 µM]	18%	-1	-11%[57.1 µM]	-10%	76%[activator]
CC(=O)c1cccc(S(=O)(=O)N2CCC(C(=O)Oc3ccc(-c4nnco4)cc3)CC2)c1	?	4%	-7%	-2%	-3%	-5	-2%	-1%	27%
COC(=O)C1=C(C)N(CCCC(=O)O)C(=O)NC1c1ccccc1OS(=O)(=O)c1ccc([N+](=O)[O-])cc1 (centres undefined)	-17%	-7%	5%	-9%	-2%	-1	0%	-7%	23%
Cc1nc(SCC(=O)Nc2ccc(C)c(F)c2)c2oc3ccccc3c2n1	-15%	6%	0%	15%[57.1 µM]	-1%	4	9%	0%	16%
Cc1ccc(C)c2[nH]c(=O)c(CCNC(=O)c3cc4ccccc4o3)cc12	-21%	-8%	3%	14%	13%	1	9%	-9%	47%[activator]
CCOc1ccc(-c2nnc3sc(COc4ccccc4)nn23)cc1	-14%	4%	-5%	-3%	1%	1	-1%	-6%	38%[activator]
COc1ccc(-c2oc3ccc(-c4cc(OC)c(OC)c(OC)c4)cc3c2C(=O)c2ccc(OC)nc2)cc1	-19%	-14%	5%	69%[activator]	10%	-2	35%	-10%	25%
CS(=O)(=O)N(CC(=O)N1CCOCC1)c1cccc(Cl)c1	-9%	.	-15%	.	6%	4	.	i	.
CCN1CCN(C(=O)/C=C/c2ccccc2[N+](=O)[O-])CC1	-4%	-3%	-2%	13%	-2%	-3	-4%	-3%	12%[57 µM]
O=C(O)c1cc2nc3c(c(C(F)(F)F)n2n1)CCc1ccccc1-3	-29%	-8%	-8%	4%[57.1 µM]	2%	-4	-10%[57.1 µM]	-2%	24%
Nc1nc(Nc2ccccc2F)nc(N2CCCC2)c1[N+](=O)[O-]	-22%	-2%	0%	1%	3%	13	-9%	0%	31%
COc1ccc(CCNC(=O)C(C)OC(=O)c2cccs2)cc1OC (centres undefined)	-22%	0%	2%	-6%	13%	-3	3%	-4%	21%
COC(=O)c1ccc2c(c1C(=O)OC)CN(S(=O)(=O)C(C)(C)C)[C@H]2CCO	-26%	-6%	2%	12%	13%	3	0%	i	66%[activator]
COc1ccccc1/C=N/Nc1nncc2ccccc12	-8%	0%	0%	0%[57.1 µM]	0%	-6	6%[57.1 µM]	0%	-30%
C[C@H]1CN(S(=O)(=O)C(C)(C)C)[C@H](CCO)/C1=C\c1ccccc1	-1%	1%	-3%	9%	-5%	-2	-3%	4%	20%
COc1ccc(C(=O)COC(=O)CNC(=O)c2ccccc2)cc1F	-17%	10%	4%	10%	6%	2	6%	-1%	18%
O=C(Nc1ccc(O)c(-c2nc3ccccc3o2)c1)C1(c2ccc(Cl)cc2)CCCC1	-22%	4%	8%	1%	0%	0	-7%	-5%	80%[activator]
O=C(Nc1ccccc1O)c1cccc(S(=O)(=O)N2CCOCC2)c1	-11%	-2%	11%	3%[57.1 µM]	-12%	1	2%[57.1 µM]	10%	26%
CCC(=O)Nc1ccc(/C(C)=N\NC(=O)c2ccc(OC)cc2)cc1	-17%	7%	-1%	16%	3%	-2	1%	4%	20%
COC(C(=O)Nc1ccnn1C1CCN(Cc2ccccn2)CC1)c1ccccc1 (centres undefined)	-11%	?	8%	?	-2%	-1	-3%	12%	17%
C=CCNc1nc(-c2ccccn2)nnc1-c1ccccc1	-10%	-1%	-4%	-9%	5%	-27	-2%	-3%	46%[activator]
CCN(CC(=O)NC1CCS(=O)(=O)C1)C(=O)c1ccc(S(=O)(=O)N(CC)CC)cc1 (centres undefined)	-10%	-4%	9%	13%	-14%	-2	-4%	-8%	26%

Not all compounds are listed; the hit share may differ from the screen's.
